thrombin 1536 = thrombin (human) inhibition; actives 0.26% (n = 220,000); P00734; alpha-thrombin, Boc-VPR-AMC fluorogenic substrate cleavage; AID 1046; inhibition, % at 5 µM;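 active means inhibition at or above 40%; inactive means inhibition below 40%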;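 further: 0% = enzyme with no compound and 100% = wells without enzyme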
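Test system: human alpha-thrombin; medium: pH 7.5 Tris-saline with Tween 20; times: reaction at room temperature; signal: AMC fluorescence at 355 nm excitation and 460 nm emission; also added: Boc-VPR-AMC substrate, 15 µM final; dosing: one concentration per compound, 5 µM, with 0.2% DMSO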
KCC2 mod = modulators of human KCC2 chloride dependent transport; AID 1456; actives 2.2% (n = 190,000); KCC2 cells, thallium flux FluoZin-2 fluorescence; B-score of Tl+ flux slope (higher = more flux/activation; lower = inhibition) at 10 µM;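 active means thallium flux slope and its plate-corrected score both differing from the plate sample mean at a set confidence after two filtering rounds, in either direction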;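 further: slope of fluorescence scaled to starting intensity during 10 to 20 s after thallium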
FXIa inh 1536 = factor XIa (human) inhibition; P03951; purified FXIa, Boc-Glu-Ala-Arg-AMC fluorogenic substrate; inhibition, % at 5 µM; actives 0.14% (n = 220,000);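 active means inhibition of at least 40%; inactive means inhibition below 40%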;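 further: fluorescence of freed AMC excited at 355 nm; 0% = enzyme without compound and 100% = no enzyme blank; many of its hits are not listed in these tables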
Rad51 HR inh = Rad51 (human) homologous recombination inhibition; hRad51 DNA strand exchange, fluorescence dequenching; inhibition, % at 10 µM; actives 0.085% (n = 200,000); Q06609;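 active means inhibition above 40% at the single screening dose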;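 further: 0% = DMSO control wells and 100% = blanks with heterologous ssDNA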
Target sequence (Q06609 whole entry, looked up): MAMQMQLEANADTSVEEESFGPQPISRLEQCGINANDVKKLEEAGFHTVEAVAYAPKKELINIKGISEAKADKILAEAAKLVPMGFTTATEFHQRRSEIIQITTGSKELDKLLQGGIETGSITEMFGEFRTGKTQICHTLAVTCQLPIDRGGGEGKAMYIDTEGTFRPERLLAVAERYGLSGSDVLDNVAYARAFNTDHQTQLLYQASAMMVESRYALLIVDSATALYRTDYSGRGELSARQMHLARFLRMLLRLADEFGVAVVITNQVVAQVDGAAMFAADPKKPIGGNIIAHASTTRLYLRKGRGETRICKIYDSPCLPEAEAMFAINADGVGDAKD
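System: human Rad51 nucleoprotein filaments preassembled on unlabelled ssDNA. Reagent: labelled 47-mer dsDNA for strand exchange. Schedule: 30-min compound preincubation and 15-min exchange, both room temperature. Measured by: FRET fluorescence dequenching, excitation 485 nm, emission 520 nm. Read-out: Fluorescence-based percent inhibition, control- and blank-normalised. Benchmarks: plate controls and plate blanks.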
FXIIa inh = factor XIIa (human) inhibition. P00748. purified FXIIa, Boc-QGR-AMC fluorogenic substrate, 2 h. inhibition, % at 5 µM. actives 0.3% (n = 220,000). AID 800; in the data active means inhibition above about 40%;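 further: 0% = enzyme with no compound and 100% = blank without enzyme; many of its hits are not listed in these tables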
Target sequence (P00748 20-372 limits assumed): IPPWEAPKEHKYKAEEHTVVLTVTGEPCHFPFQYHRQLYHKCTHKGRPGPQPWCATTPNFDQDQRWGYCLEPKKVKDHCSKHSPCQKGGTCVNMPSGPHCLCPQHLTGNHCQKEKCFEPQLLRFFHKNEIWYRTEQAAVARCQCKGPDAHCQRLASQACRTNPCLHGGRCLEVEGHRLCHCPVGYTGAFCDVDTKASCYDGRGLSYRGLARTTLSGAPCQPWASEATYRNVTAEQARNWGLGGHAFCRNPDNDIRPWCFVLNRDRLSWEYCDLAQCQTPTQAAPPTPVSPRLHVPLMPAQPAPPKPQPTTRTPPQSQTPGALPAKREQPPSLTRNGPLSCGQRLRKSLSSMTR
Target sequence (P00748 373-615 limits assumed): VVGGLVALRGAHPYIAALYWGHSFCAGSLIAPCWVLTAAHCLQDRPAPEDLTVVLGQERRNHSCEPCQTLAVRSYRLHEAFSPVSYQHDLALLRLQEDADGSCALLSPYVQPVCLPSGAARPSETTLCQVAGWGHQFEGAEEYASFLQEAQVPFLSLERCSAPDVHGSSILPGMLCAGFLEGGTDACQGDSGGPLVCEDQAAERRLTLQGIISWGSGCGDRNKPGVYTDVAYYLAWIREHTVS
Furin inhibitor = blocks human furin protease activity | purified furin, fluorogenic substrate cleavage | inhibition, % at 30 µM | actives 0.061% (n = 220,000) | AID 463115; in the data active means inhibition above about 25%; further: inactives centre near -15
hK5 inh = kallikrein 5 (human) inhibition | recombinant hK5, fluorogenic AMC substrate cleavage | inhibition, % at 5 µM | AID 873 | actives 0.59% (n = 210,000);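 active means inhibition of 40% or more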;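 further: 0% = enzyme controls without compound and 100% = no-enzyme blanks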
PERK inh = human PERK inhibition, primary cell-based screen. inhibition, % at 5.6 µM. actives 0.17% (n = 220,000). CHO PERK-DD fusion, SEAP luminescence translation reporter;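 active means inhibition above the mean inhibition of all tested compounds plus 3 SD, set separately per screening campaign, cut at about 2.9% in these data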;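 further: PERK kinase domain activated by AP20187 dimerizer at 100 nM; 0% = DMSO with dimerizer and 100% = rapamycin at 8.4 µM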
m-calpain inh = inhibitors of pig calpain II; AID 1236; inhibition, % at 16 µM; actives 0.37% (n = 220,000); purified calpain II, fluorogenic peptide substrate, 30 min;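 active means inhibition above about 50%, limit read from the data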
Numbers without * were called inactive; i = inactive; · = not tested or not shown; [ ] = another dose, or the depositor's remark. An excerpt; count on the stated rates, not on these rows.

SMILES	thrombin 1536	KCC2 mod	FXIa inh 1536	Rad51 HR inh	FXIIa inh	Furin inhibitor	hK5 inh	PERK inh	m-calpain inh
COc1cc2c(cc1OC)[C@H](C)N(C(=S)Nc1ccc(F)cc1)CC2	1	-0.32	1	9	7	-13	-3	1.9	-8
CC1Cc2ccccc2N1C(=O)Cn1nnc(-c2ccccc2NC(=O)C2CCC2)n1 (centres undefined)	-8	-2.3	-8	1	-2	-11[20 µM]	9	-1.8	9
O=C(N/N=C/C(Cl)=C/c1ccccc1)c1cnccn1	3	0.49	8	0	15	-3[20 µM]	-9	0.8	-12
CCc1nc(NCc2ccc3c(c2)OCO3)c2oc3ccccc3c2n1	4	0.18	2	-6	5	-6[20 µM]	-8	-0.8	16
CN(Cc1ccccc1)C(=O)COC(=O)CCNC(=O)c1ccccc1Cl	0	-1.7	0	6	12	-34	8	0.5	-10
CCOc1ccc(NC(=O)CC2C(=O)N(c3ccc(OC)cc3)C(=O)N2Cc2ccc(OC)cc2)cc1 (centres undefined)	-5	0.04	-3	8	1	-20	8	-0.1	-15
COc1cccc(NC(=O)CSC(N)=O)c1	1	1.5	1	14	9	-22	-10	0.8	-9
O=C(O)c1cccc(Nc2nc(C(F)(F)F)nc3ccccc23)c1	0	-1.2	-25	2	-5	-17	-17	0.4	-24
O=C(CSc1ccccc1)N1CCC(N2CCC(C(=O)N3CCCC3)CC2)CC1	0	-0.36	0	·	8	-34	·	0.5	-13
O=C(O)c1cc([N+](=O)[O-])cc2c1nnn2O	·	-0.26	5	9	12	-27	1	-0.1	1
CCSc1nc2c(c(=O)n1CC)SC(C)C2 (centres undefined)	-1	0.19	-1	-7	8	-11	-19	0.6	-2
CCN(CC)S(=O)(=O)c1ccc(/C=C/C(=O)N(c2ccccn2)C2CCCCC2)cc1	3	0.27	-2	6	9	-30	2	-0.5	16
CC1(c2ccccc2)NC(=O)N(CC(=O)NC(=O)NC2CCCC2)C1=O (centres undefined)	-6	·	-5	6	-9	-20	6	0.5	21
C=C(C)C(=O)NNc1ccccc1	·	0.48	-2	-3	-3	-7	-4	0.4	-10
COc1cccc(-c2cc(N)nn2C(=O)Nc2ccc(Cl)cc2)c1	-1	-0.0071	3	6	15	-20	-3	0.6	-17
Cc1occc1C(=O)NC(C)CCc1ccccc1 (centres undefined)	-2	-0.52	1	2	2	-21	2	0.4	-13
C/C(=N\Nc1nc2ccccc2[nH]1)c1ccc(C)o1	-10	0.14	-5	-5	6	-1	-28	-0.3	27
O=C(CCSc1ccccc1)Nc1ccccc1C(=O)N1CCCC1	-10	-0.053	-2	-4	-4	-24	-11	-0.4	-10
NC1=NC(=O)/C(=C/c2ccsc2)S1	-10	0.29	3	-3	9	7	5	0.4	19
Nc1cccc(-n2nncc2-c2ccccc2)c1	-5	·	-4	2	15	-21	2	1.5	-4
COc1ccccc1-n1c(C)nc2cc(C(=O)NCc3ccc4c(c3)OCO4)ccc21	-2	-0.38	2	-4	9	-14	-5	0.3	-6
COc1ccccc1-c1nnc(SCC(=O)c2ccc(C3CCCCC3)cc2)n1Cc1ccco1	0	·	-2	6	2	-3[20 µM]	-9	-1.0	26
O=C(NNC(=O)C1CCN(c2ncccn2)CC1)c1ccc(Cl)cc1	10	0.29	16	-2	17	4	9	-1.0	19
COc1ccc2nc(SCC(N)=O)cc(C)c2c1	0	·	-5	-9	-3	-16	7	0.8	6
CCN1C(=O)/C(=C2/Sc3ccccc3N2CC)S/C1=N\c1ncn[nH]1	-11	-2	-6	-92	8	-20	-4	-0.3	-28
COc1ccc(Cl)cc1NC(=O)c1cc(-c2ccccc2O)n[nH]1	-5	0.8	-1	·	4	-14	-12	-0.7	-2
CCOC(=O)Cc1c(C)nc2c(-c3cccc(Br)c3)c[nH]n2c1=O	-4	-1.5	-4	-2	13	-8	-180	0.1	i
CC(C)C(=O)Nc1cccc(NC(=O)c2cccc([N+](=O)[O-])c2)c1	1	0.21	7	12	20	-8	2	-0.2	-12
O=C(NCCc1nc2ccccc2[nH]1)c1ccc(F)cc1	8	·	7	4	16	-8[20 µM]	-8	0.1	5
CCCN(CC(=O)Nc1ccc(F)c(F)c1F)CC(=O)Nc1c(Cl)cccc1Cl	-3	0	7	-6	14	-18	-8	-0.7	11
COC(=O)c1ccc(-n2c(C)cc(C(=O)CCl)c2C)cc1	24	-2	-6	-4	5	-23	0	0.2	-28
CCC1CCCCN1C(=O)Cn1c(C(=O)OC)cc2sc(Cl)cc21 (centres undefined)	-12	1.1	-1	-4	-1	-22[20 µM]	-6	0.2	23
CC(C)OCCCNC(=O)c1ccc(C2SCC(=O)N2Cc2ccco2)cc1 (centres undefined)	-3	·	2	0	10	-29	5	-0.3	-47
Cc1ccc2cccc(S(=O)(=O)Nc3c(C)n(C)n(-c4ccccc4)c3=O)c2n1	3	-0.093	-5	1	11	-18[20 µM]	-21	-1.5	-7
CCOC(=O)c1ccc(NC(=O)C2(c3ccccc3)CCOCC2)cc1	-3	0.28	-5	4	3	-7[20 µM]	-9	-0.5	15
Cc1ccc(S(=O)(=O)N2CCCC(C(=O)NCc3ccccn3)C2)cc1 (centres undefined)	2	-0.22	5	-8	14	-13[20 µM]	-6	-0.8	-13
CCOCCCNC(=S)N1CCN(CC)CC1	-3	-0.045	-4	-4	1	-23	-9	1.7	6
O=C(Cn1c(SCC(=O)N2CCc3ccccc32)nc2ccccc21)NC1CCCC1	-3	0.94	-3	8	1	-23[20 µM]	-7	1.5	-8
COc1ccc(-c2n[nH]c(C)c2-c2ccc(Cl)cc2)c(O)c1	3	0.34	8	0	17	-13[20 µM]	-1	0.2	-4
COc1ccccc1NS(=O)(=O)c1ccc(O)c(C(=O)OCC(=O)c2ccc(Cl)cc2Cl)c1	29	-0.31	49*	0	32	2	32	1.4	-21
O=C(N/N=C/c1cn(-c2ccccc2)nc1-c1cc2ccccc2o1)c1cccnc1	0	-1.3	4	-8	12	-15	-20	-0.7	-70
Cc1ccc(N=Nc2c(O)n(CN3CCOCC3)c3ccccc23)cc1	-1	·	1	·	11	-29[20 µM]	-15	0.1	-10
COc1ccc(-c2nc(-c3ccccc3)nc(N3CCN(C)CC3)c2C#N)cc1	-2	-0.034	3	-11	17	-16[20 µM]	18	0.4	-80
CCOc1ccc(S(=O)(=O)Nc2ccccc2C(=O)NCc2ccco2)cc1	-1	-1.4	-2	4	7	-4	-6	0.3	-112
C/C(=N\Nc1ccc([N+](=O)[O-])cc1[N+](=O)[O-])C(C)(C)C(C(=O)O)C(=O)O	-3	0.3	-3	6	5	1	6	-0.1	34
Cn1c(N)c(C(=O)c2ccccc2)c(=O)n(C)c1=O	2	-1.1	2	9	9	13[20 µM]	-10	-0.2	-15
CC(C)c1ccc(NC(=O)C(c2ccccc2)N(Cc2ccco2)C(=O)CC2NC(=O)NC2=O)cc1 (centres undefined)	6	-0.19	-1	0	7	-13	-1	0.2	-70
CCN(C(=O)CSc1nnc2ccccn12)c1c(N)n(Cc2ccccc2)c(=O)[nH]c1=O	-4	-0.55	0	-5	5	-24	-5	0.7	-3
COc1cccc(C(C(=O)NC2CCCC2)N(C(=O)c2ccco2)c2ccc(-n3cnnn3)c(C)c2)c1OC (centres undefined)	2	-0.016	1	·	8	-34	-10	0.7	-22
CCN(CC)c1ccc(N2C(=O)/C(=C/c3cccnc3)SC2=S)cc1	1	·	2	-4	9	-19[20 µM]	-13	0.9	-3

More results follow:
SMILES	thrombin 1536	KCC2 mod	FXIa inh 1536	Rad51 HR inh	FXIIa inh	Furin inhibitor	hK5 inh	PERK inh	m-calpain inh
CCc1ccc2oc(C(=O)Nc3ccc(S(N)(=O)=O)cc3)c(C)c2c1	-7	-0.11	-6	2	-1	-18	-8	0.1	-12
Cc1ccc2nc(COc3ccc(N(C)S(=O)(=O)c4ccccc4)cc3)cc(=O)n2c1	1	-0.69	0	1	6	-21	5	1.4	-64
O=C(Nc1cccc(Cl)c1)c1ccncc1	-10	·	-4	1	-2	-32[20 µM]	-1	0.9	-7
CN(C)CCCNC1=CC(=O)OC12CCCCC2	-4	0.41	-9	6	1	-21[20 µM]	-5	1.5	19
O=C(CN1c2ccccc2Sc2ccccc21)N/N=C/c1ccccc1	-2	0.04	1	11	1	-20	0	-0.4	8

Gathered by group: those above containing a furan ring, fused or not (10)
SMILES	thrombin 1536	KCC2 mod	FXIa inh 1536	Rad51 HR inh	FXIIa inh	Furin inhibitor	hK5 inh	PERK inh	m-calpain inh
CCc1nc(NCc2ccc3c(c2)OCO3)c2oc3ccccc3c2n1	4	0.18	2	-6	5	-6[20 µM]	-8	-0.8	16
Cc1occc1C(=O)NC(C)CCc1ccccc1 (centres undefined)	-2	-0.52	1	2	2	-21	2	0.4	-13
C/C(=N\Nc1nc2ccccc2[nH]1)c1ccc(C)o1	-10	0.14	-5	-5	6	-1	-28	-0.3	27
COc1ccccc1-c1nnc(SCC(=O)c2ccc(C3CCCCC3)cc2)n1Cc1ccco1	0	·	-2	6	2	-3[20 µM]	-9	-1.0	26
CC(C)OCCCNC(=O)c1ccc(C2SCC(=O)N2Cc2ccco2)cc1 (centres undefined)	-3	·	2	0	10	-29	5	-0.3	-47
O=C(N/N=C/c1cn(-c2ccccc2)nc1-c1cc2ccccc2o1)c1cccnc1	0	-1.3	4	-8	12	-15	-20	-0.7	-70
CCOc1ccc(S(=O)(=O)Nc2ccccc2C(=O)NCc2ccco2)cc1	-1	-1.4	-2	4	7	-4	-6	0.3	-112
CC(C)c1ccc(NC(=O)C(c2ccccc2)N(Cc2ccco2)C(=O)CC2NC(=O)NC2=O)cc1 (centres undefined)	6	-0.19	-1	0	7	-13	-1	0.2	-70
COc1cccc(C(C(=O)NC2CCCC2)N(C(=O)c2ccco2)c2ccc(-n3cnnn3)c(C)c2)c1OC (centres undefined)	2	-0.016	1	·	8	-34	-10	0.7	-22
CCc1ccc2oc(C(=O)Nc3ccc(S(N)(=O)=O)cc3)c(C)c2c1	-7	-0.11	-6	2	-1	-18	-8	0.1	-12
